Pf Dd2 growth – blocks in vitro growth of P. falciparum Dd2; 4.3% of 120,000 active; AID 1347417; P. falciparum Dd2 growth, SYBR Green, 72 h; Potency, µM (series often up to 28.9 µM), for inactives: at the highest dose activity, negative = inhibition, hits mostly inhibitors; active = well fitted inhibition curve with a large enough effect; inconclusive = small, poorly fitted or top-dose-only effect; inactive = no such curve, though single readings can be large or run the other way;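 also: plate controls were DMSO vehicle for no effect and reference drug for full effect; nearly all actives have a fitted effect of over 65% in size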
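Infected erythrocytes (Dd2, 0.3% parasitemia, 2.5% hematocrit final) are added to compound in RPMI-1640/Albumax II medium, grown 72 h at 37C in low oxygen, then lysed with saponin/Triton-X containing SYBR Green and read by fluorescence.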
Starred values were filed as active, the others as inactive; [ ] = dose if it differs, or a comment. Potency is read from the fitted curve at half-maximal effect. Some of the compounds tested (hit frequency here may not be typical).

What do the screens show for `O=C(Nc1nnc(S(=O)(=O)N2CCCCCC2)s1)c1ccc(Br)cc1`?
Pf Dd2 growth: 42.0%[activator][5.79 µM]

Results for O=C(CCCCn1c(=O)c2ccccc2n(CC(=O)Nc2ccc(F)cc2F)c1=O)NCCc1ccccc1 ?
Pf Dd2 growth: 7.6%

What do the screens show for `CC(C)Cn1cc(NC(=O)N2CCN(c3ccc(F)cc3)CC2)c2ccccc2c1=O`?
Pf Dd2 growth: -14.7%

How did COC(=O)C1=C(C)N=C2SC=C(CC(=O)NCc3ccccc3F)N2C1c1cccc(OC)c1 (stereo unspecified) do in these assays?
Pf Dd2 growth: inconclusive

Results for Cc1nc2ccc(C(=O)N3CCC(OCc4cccnc4)CC3)cc2nc1C ?
Pf Dd2 growth: -4.6%

What do the screens show for `COc1ccccc1CC(=O)N1CCCc2ncc(C(=O)Nc3ccccc3)cc21`?
Pf Dd2 growth: 33.4%[activator][44.1 µM]

What do the screens show for `CCOc1ccccc1NC(=O)Cn1c(=O)n(Cc2ccc(OC)cc2)c(=O)c2oc3ccccc3c21`?
Pf Dd2 growth: 2.2%

How did O=c1c2c3c(sc2nnn1Cc1ccc(F)cc1)CCCC3 do in these assays?
Pf Dd2 growth: 23.4%

What do the screens show for `COc1ccc(C)cc1NC(=O)C1CCN(C(=O)c2ncn3c2COC(c2ccc(F)cc2)C3)CC1` (stereo unspecified)?
Pf Dd2 growth: -16.2%

Results for COCC(=O)N[C@H](C)c1onc(C)c1C(=O)O ?
Pf Dd2 growth: 15.4%[44.1 µM]

How did O=C(NCCc1ccccc1)N1CCCC(Cn2c(C3CC3)nc3cccnc32)C1 (stereo unspecified) do in these assays?
Pf Dd2 growth: inactive

Results for CCc1nccn1CCC(=O)N[C@H]1CN(C(=O)COC)C[C@@H]1C1CC1 ?
Pf Dd2 growth: -4.2%

What do the screens show for `COc1ncccc1-c1cc(-c2c(C)noc2C)c2cncn2c1`?
Pf Dd2 growth: 10µM*

Results for Cc1ccc(C2=NC3(CCN(C(=O)c4ccoc4)CC3)ON2)cc1 ?
Pf Dd2 growth: -7.7%

What do the screens show for `O=C(c1ccc2cc[nH]c2c1)N1CCCC(Cc2noc(-c3ccccn3)n2)C1` (stereo unspecified)?
Pf Dd2 growth: inactive

Brought forward from above: two compounds, then new ones.
Results for Cc1ccc(C2=NC3(CCN(C(=O)c4ccoc4)CC3)ON2)cc1 ?
Pf Dd2 growth: -7.7%

What do the screens show for `O=C(c1ccc2cc[nH]c2c1)N1CCCC(Cc2noc(-c3ccccn3)n2)C1` (stereo unspecified)?
Pf Dd2 growth: inactive

What do the screens show for `CCNC(=O)N(C1CC1)C1CCOC2(CCN(C(=O)CCc3ccc(OC)cc3)CC2)C1` (stereo unspecified)?
Pf Dd2 growth: 12.9%

Results for CN(C)C(=O)c1cccnc1OC1CCN(C(=O)c2ccccc2)C1 (stereo unspecified) ?
Pf Dd2 growth: -2.9%

Results for Cc1cnn(CC(=O)N2CCC3(CC2)CN(c2ncccn2)CC3CO)c1 (stereo unspecified) ?
Pf Dd2 growth: 7.3%

What do the screens show for `CCN(CC)CCNC(=O)c1ccc(CSc2nc3ccncc3n2Cc2cccc(F)c2)cc1`?
Pf Dd2 growth: inconclusive

How did Cc1ccccc1Cn1c(SCc2ccc(C(=O)N3CCCCC3)cc2)nc2ccncc21 do in these assays?
Pf Dd2 growth: 7.94µM*

How did COc1cccc(S(=O)(=O)N2CCc3nnc([C@@H]4C[C@@H](O)CN4C)n3CC2)c1 do in these assays?
Pf Dd2 growth: 4.9%

What do the screens show for `O=C(NCCc1ccccc1)C1CC(=O)N(c2n[nH]c3cccc(F)c23)C1` (stereo unspecified)?
Pf Dd2 growth: -3.1%

What do the screens show for `COCCNC(=O)N[C@@H]1CN(Cc2ccccc2)C[C@H]1CN(C)C`?
Pf Dd2 growth: -11.1%

What do the screens show for `CN1CCc2[nH]cnc2C12CCN(C(=O)CN1C(=O)CNC1=O)CC2`?
Pf Dd2 growth: 3.0%

What do the screens show for `CC(C)(C)NC(=O)N1CCC2(CC1)CC(N1CCN(c3ccccc3)CC1)CCO2` (stereo unspecified)?
Pf Dd2 growth: inactive

How did COc1cc(NC(=O)Cn2c(=O)n(Cc3ccco3)c(=O)c3sc4ccccc4c32)cc(OC)c1 do in these assays?
Pf Dd2 growth: 0.3%

What do the screens show for `CCN1CCCC1Cn1ccnc1-c1cc2n(n1)CCCNC2` (stereo unspecified)?
Pf Dd2 growth: 3.6%

Results for CC(=O)N1CCc2c(sc3c2c(=O)n(-c2ccccc2)c(=O)n3CC(=O)c2ccc(Cl)cc2)C1 ?
Pf Dd2 growth: inactive

What do the screens show for `CC1=C(C(=O)Nc2cc(Cl)ccc2C)C(c2cccs2)n2ncnc2N1` (stereo unspecified)?
Pf Dd2 growth: -7.3%

Results for COc1cncc(CN2CCC3(CC2)C(=O)Nc2cc(OCC4CC4)c(OC)cc23)c1 ?
Pf Dd2 growth: inconclusive

Results for NC(=O)COC[C@@H]1CN(Cc2ccccc2)C[C@H]1c1ccncc1 ?
Pf Dd2 growth: inactive

Results for COc1cccc(NC(=O)c2ccc(CN3C(=O)NC4(CCOCC4)C3=O)cc2)c1 ?
Pf Dd2 growth: inactive

What do the screens show for `COc1ccc(CN2C(=O)[C@@H]3C[C@@H](O)CN3C3(CN(C4CCCC4)C3)C2=O)cc1`?
Pf Dd2 growth: -7.4%[44.1 µM]

How did COc1ccccc1-c1ccc2ncn(Cc3ccccc3)c(=O)c2n1 do in these assays?
Pf Dd2 growth: -25.5%[44.1 µM]

How did O=C(c1ccncc1)N1CC(Oc2ccc(-c3noc(-c4ccccc4)n3)cc2)C1 do in these assays?
Pf Dd2 growth: inconclusive

How did COc1cc(Cl)c(C)cc1NC(=O)CSCc1nc(-c2ccc(OC)c(OC)c2)no1 do in these assays?
Pf Dd2 growth: inactive

What do the screens show for `Cc1ccc(-c2nnc(Nc3ccccc3)c3ccccc23)cc1S(=O)(=O)N1CCOCC1`?
Pf Dd2 growth: inconclusive

Results for COc1ccc(CN(C)CC2[C@H]3CNC[C@@H]23)c2cccnc12 (stereo partly specified) ?
Pf Dd2 growth: -2.2%

Results for CC(=O)c1ccc(NC(=O)c2cc(C3CC3)nc3c2c(C)nn3-c2ccc(C)cc2)cc1 ?
Pf Dd2 growth: 20.6%

Results for Cc1ccc(C(C)C)c(OCCn2cc(C(=O)c3ccco3)c3ccccc32)c1 ?
Pf Dd2 growth: inconclusive

How did C=Cc1ccc(CSc2nc(-c3ccc(Cl)cc3)nc3c2Cc2c(CO)cnc(C)c2O3)cc1 do in these assays?
Pf Dd2 growth: 11.2µM*

What do the screens show for `CS(=O)(=O)c1ccc(CN2CCC(O)(Cn3ccnc3)CC2)cc1`?
Pf Dd2 growth: -4.0%

How did COc1ccc(OCC2c3cc(OC)c(OC)cc3CCN2C(=O)c2ccc(F)cc2)cc1 (stereo unspecified) do in these assays?
Pf Dd2 growth: inconclusive

What do the screens show for `O=c1[nH]c(C2CCN(Cc3ccccc3)CC2)nc2ccc(F)cc12`?
Pf Dd2 growth: inconclusive

How did COCCN(C)C[C@H]1C[C@H](CO)CN(C(=O)c2ccc(C(C)C)[nH]c2=O)C1 do in these assays?
Pf Dd2 growth: 15.0%

How did COc1ccc(-n2c(SCC(=O)NCc3ccccc3)nc3n[nH]c(C)c3c2=N)cc1 do in these assays?
Pf Dd2 growth: inconclusive

What do the screens show for `COc1ccc(N2CCN(C3C(=O)c4ccccc4N3C(C)=O)CC2)cc1` (stereo unspecified)?
Pf Dd2 growth: 16.5%

Results for Cc1cccc(CSc2ncc(CO)n2Cc2ccc(F)cc2)c1 ?
Pf Dd2 growth: inactive

How did Cc1nc(C2(C)CCN(C(=O)CCc3nc4ccccc4[nH]3)CC2)no1 do in these assays?
Pf Dd2 growth: 17.9%

Results for Cc1ccc(/C=C(\C#N)c2nc(-c3cc4c(ccc5ccccc54)oc3=O)cs2)cc1 ?
Pf Dd2 growth: 74.9%[activator]

What do the screens show for `CCC(Sc1nc2ncccc2[nH]1)C(=O)Nc1cccc(OC)c1` (stereo unspecified)?
Pf Dd2 growth: -20.1%

Results for CCc1ccccc1S(=O)(=O)N1CCCC(Cn2c(C3CC3)nc3cccnc32)C1 (stereo unspecified) ?
Pf Dd2 growth: inactive

What do the screens show for `CC(=O)N1CCC(C(=O)N2CC(c3ccccc3)C(C)(C)C2)CC1` (stereo unspecified)?
Pf Dd2 growth: -3.4%

Results for Cc1nc([C@H]2CCN(CC3CCCCC3)C[C@H]2NC(=O)C2CCOCC2)n[nH]1 ?
Pf Dd2 growth: inconclusive

Results for Cc1ccc(NC(=O)N(C)CC2CCOCC2)cc1F ?
Pf Dd2 growth: -23.2%

What do the screens show for `CCOc1ccccc1N(CC)C(=O)c1cc2c(=O)[nH]c3ccc(C)cc3c2s1`?
Pf Dd2 growth: inconclusive

What do the screens show for `COCCNC(=O)C(C)[C@@H]1CC[C@@]2(C)CC[C@H](NC(=O)CCOC)[C@@H](C)[C@@H]2[C@H]1O` (stereo partly specified)?
Pf Dd2 growth: -5.4%[44.1 µM]

Results for Cc1cc(C(=O)N2CC(Oc3ccc(-c4nc(-c5ccccc5)no4)cc3)C2)n(C)n1 ?
Pf Dd2 growth: -29.2%[5.79 µM]

What do the screens show for `COc1ccc(-c2cc(N3CCCN(C(=O)Cc4ccc(Cl)cc4)CC3)n[nH]2)cc1`?
Pf Dd2 growth: -11.3%

How did COc1ccc2[nH]c3c(c2c1)CCNC31CCN(Cc2ccc(F)c(F)c2)CC1 do in these assays?
Pf Dd2 growth: inconclusive

How did CC[C@H]1CN2CC[C@H]1C[C@@H]2CNC(=O)Nc1ccc(C(C)=O)cc1 do in these assays?
Pf Dd2 growth: -18.7%[44.1 µM]

What do the screens show for `O=C(NCc1ccccc1)c1ccccc1OC1CN(Cc2ccsc2)C1`?
Pf Dd2 growth: 3.98µM*

Results for COc1cc2c(cc1OCC1CC1)NC(=O)C21CCN(CCC(C)C)CC1 ?
Pf Dd2 growth: inconclusive

How did COc1cccc(-n2c(=O)c3c(C)c(C(=O)N(C)C)sc3n(CC(=O)Nc3ccc(C)cc3Cl)c2=O)c1 do in these assays?
Pf Dd2 growth: -5.5%

How did Cc1ccc2nc(CO[C@H]3CN(Cc4ccc(F)c(F)c4)C[C@H]3F)[nH]c2c1 do in these assays?
Pf Dd2 growth: -14.6%[44.1 µM]

What do the screens show for `O=C(CC1COCCN1)NCCc1nc(-c2ccccn2)no1` (stereo unspecified)?
Pf Dd2 growth: 2.2%

What do the screens show for `COc1ccc(OC)c(CNC(=O)Cn2nc(C)c3c(C)n(-c4ccccc4)nc3c2=O)c1`?
Pf Dd2 growth: 9.1%

Results for CCN1CCC2(CCC1=O)CN(Cc1cccc(Cl)c1F)CCN2C (stereo unspecified) ?
Pf Dd2 growth: inconclusive

How did Cc1c(-c2ccccc2F)[nH]c2ccc(CNC(=O)CC3CCC(=O)N3)cc12 (stereo unspecified) do in these assays?
Pf Dd2 growth: -12.4%

Results for Cc1ccc(NC(=O)C(Cc2ccccc2)NS(=O)(=O)c2ccc3c(c2)oc(=O)n3C)c(Cl)c1 (stereo unspecified) ?
Pf Dd2 growth: 43.7%[activator]

What do the screens show for `c1cc2c(cc1CNC1(Cc3cc(CN4CCCCC4)on3)COC1)OCO2`?
Pf Dd2 growth: -16.4%[44.1 µM]

What do the screens show for `Cc1oc(C)c2c(=O)cc(-c3ccc4c(c3)OCO4)cc(OC(=O)c3ccccc3Cl)c12`?
Pf Dd2 growth: inconclusive

What do the screens show for `CC(=O)c1ccc(Nc2cc(C)nc3nc(Cc4ccccc4)nn23)cc1`?
Pf Dd2 growth: 3.0%

What do the screens show for `CC(C)(C)c1ccc(OCC(=O)NC(Cc2c[nH]c3ccccc23)C(=O)O)cc1` (stereo unspecified)?
Pf Dd2 growth: -0.8%

How did CCOc1ncccc1C(=O)N1CCc2[nH]nc(-c3cccc(F)c3)c2C1 do in these assays?
Pf Dd2 growth: inconclusive

Molecules listed so far with an aryl thioether with sulfur outside any ring:
What do the screens show for `CCN(CC)CCNC(=O)c1ccc(CSc2nc3ccncc3n2Cc2cccc(F)c2)cc1`?
Pf Dd2 growth: inconclusive

How did Cc1ccccc1Cn1c(SCc2ccc(C(=O)N3CCCCC3)cc2)nc2ccncc21 do in these assays?
Pf Dd2 growth: 7.94µM*

How did C=Cc1ccc(CSc2nc(-c3ccc(Cl)cc3)nc3c2Cc2c(CO)cnc(C)c2O3)cc1 do in these assays?
Pf Dd2 growth: 11.2µM*

How did COc1ccc(-n2c(SCC(=O)NCc3ccccc3)nc3n[nH]c(C)c3c2=N)cc1 do in these assays?
Pf Dd2 growth: inconclusive

Results for Cc1cccc(CSc2ncc(CO)n2Cc2ccc(F)cc2)c1 ?
Pf Dd2 growth: inactive

What do the screens show for `CCC(Sc1nc2ncccc2[nH]1)C(=O)Nc1cccc(OC)c1` (stereo unspecified)?
Pf Dd2 growth: -20.1%

Ordered by formula weight (rising): part of the list above.
What do the screens show for `O=C(CC1COCCN1)NCCc1nc(-c2ccccn2)no1` (stereo unspecified)?
Pf Dd2 growth: 2.2%

What do the screens show for `CC(=O)c1ccc(Nc2cc(C)nc3nc(Cc4ccccc4)nn23)cc1`?
Pf Dd2 growth: 3.0%

Results for Cc1ccc(NC(=O)C(Cc2ccccc2)NS(=O)(=O)c2ccc3c(c2)oc(=O)n3C)c(Cl)c1 (stereo unspecified) ?
Pf Dd2 growth: 43.7%[activator]

(further entries)
Results for COc1ccc2cc(C3CN(C(=O)c4cccc(CO)n4)CCO3)ccc2c1 (stereo unspecified) ?
Pf Dd2 growth: 2.3%

How did Cc1nnc(SCC(=O)NCc2ccccc2F)c2nn(-c3ccc(Cl)cc3)c(C)c12 do in these assays?
Pf Dd2 growth: inconclusive

Results for Cn1nc(C(=O)N2CCC3(CC2)N=C(c2ccc(Br)cc2)NO3)c2ccccc21 ?
Pf Dd2 growth: -1.8%

How did CN(C)c1nc(NCCNS(=O)(=O)c2ccc(Cl)cc2)ncc1F do in these assays?
Pf Dd2 growth: -7.3%

Source: PubChem BioAssay (National Center for Advancing Translational Sciences (NCATS))
